EBI2 antag: blocks human EBI2 receptor beta-arrestin signaling; AID 651636; 0.81% of 360,000 active; EBI2 beta-arrestin recruitment, luminescence, 7a,25-OHC stimulated; inhibition, % at 5 µM; in the data active = inhibition above about 38%;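 note: enzyme fragment complementation signal reports receptor beta-arrestin coupling in cells; 0% = agonist plus DMSO wells and 100% = wells without agonist; some results beyond the cut were filed as inactive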
Apaf1 inhib: blocks human Apaf-1 apoptosome activity; O14727; reconstituted apoptosome caspase-3 activity, DEVD-Rh110 fluorescence; inhibition, % at 20 µM; 0.71% of 330,000 active; AID 489030; active = inhibition of at least 40% at 20 µM;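 note: plate controls were DMSO wells for no effect and DEVD-CHO caspase inhibitor wells for full effect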
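Assay system – apoptosome proteins · Medium – Hepes buffer, pH 7.5 · Also added – cytochrome c with DEVD-Rh110 · Timing – 30 min compound preincubation, 50 min activation, room temperature · Detection – Rh110 fluorescence, excitation 480 nm, emission 540 nm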
697 NFkB inh: lowers PMA/ionomycin-induced NF-kB signal in 697 B cells; 697 B-cell NF-kB luciferase reporter, 16 h; AID 435022; inhibition, % at 4 µM; 0.33% of 330,000 active; in the data active = inhibition above about 35%
UBC13 polyUb: human UBC13 polyubiquitination inhibition. UBC13 polyubiquitin chain formation, TR-FRET. P61088. 0.47% of 330,000 active. inhibition, % at 20 µM; in the data active = inhibition above about 45%, passing the limit was not always enough
Target sequence (P61088 whole entry, looked up): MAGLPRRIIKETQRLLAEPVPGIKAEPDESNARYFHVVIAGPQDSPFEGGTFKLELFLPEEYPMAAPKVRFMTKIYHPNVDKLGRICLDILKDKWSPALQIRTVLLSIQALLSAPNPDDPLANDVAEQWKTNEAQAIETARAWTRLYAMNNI
SENP8 inh: inhibitors of human SENP8 protease; purified SENP8, Z-RLRGG-aminoluciferin cleavage, luminescence; Q96LD8; 1.2% of 330,000 active; inhibition, % at 10 µM
Target sequence (Q96LD8 whole entry, looked up): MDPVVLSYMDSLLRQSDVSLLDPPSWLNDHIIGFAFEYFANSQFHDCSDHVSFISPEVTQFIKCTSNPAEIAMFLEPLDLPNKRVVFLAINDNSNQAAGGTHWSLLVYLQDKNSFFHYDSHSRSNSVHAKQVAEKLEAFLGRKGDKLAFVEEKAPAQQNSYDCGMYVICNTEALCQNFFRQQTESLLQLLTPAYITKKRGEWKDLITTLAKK
Gli-Sufu antag: blocks Gli-Sufu signaling in a luciferase reporter; Sufu-KO-LIGHT fibroblasts, Gli luciferase reporter luminescence; inhibition, % at 5 µM; 0.74% of 340,000 active; AID 588413;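 active = inhibition above about 55%, limit read from the data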;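 note: 0% = DMSO-treated cells and 100% = wells with medium but no cells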
CCR6 antagonist: blocks CCL20-driven beta-arrestin recruitment at human CCR6; P51684; CHO-K1 CCR6 PathHunter beta-arrestin, luminescence, CCL20-stimulated; inhibition, % at 20 µM; 0.49% of 340,000 active; AID 493098;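 active = compounds whose inhibition of the agonist-driven luminescence signal at 20 µM reaches about 50%, limit read from the data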;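 note: cells stimulated with CCL20 at 14 nM final; plate controls were DMSO with CCL20 for no effect and DMSO without agonist for full effect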
Target sequence (P51684 whole entry, looked up): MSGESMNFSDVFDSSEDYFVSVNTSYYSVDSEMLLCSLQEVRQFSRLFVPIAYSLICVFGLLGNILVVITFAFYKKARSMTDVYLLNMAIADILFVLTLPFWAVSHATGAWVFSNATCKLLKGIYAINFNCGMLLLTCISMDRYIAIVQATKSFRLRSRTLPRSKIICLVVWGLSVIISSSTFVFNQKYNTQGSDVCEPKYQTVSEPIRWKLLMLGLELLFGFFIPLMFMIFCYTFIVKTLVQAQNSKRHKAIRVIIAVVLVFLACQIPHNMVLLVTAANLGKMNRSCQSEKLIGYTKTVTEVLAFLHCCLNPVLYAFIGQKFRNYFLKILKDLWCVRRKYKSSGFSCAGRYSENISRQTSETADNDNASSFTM
Jurkat NFkB inh: inhibitors of the PMA/ionomycin-induced NF-kB reporter in Jurkat cells; 0.53% of 330,000 active; AID 435003; inhibition, % at 4 µM; PMA/ionomycin-induced NF-kB luciferase reporter, luminescence
The depositor's hits bear a star. Cut-off read from the data, not from the text of the source, unless noted: active = inhibition above about 50%; inactive = the rest. Not all compounds are listed; rates above refer to the full screens.

mol | EBI2 antag | Apaf1 inhib | 697 NFkB inh | UBC13 polyUb | SENP8 inh | Gli-Sufu antag | CCR6 antagonist | Jurkat NFkB inh
CCC1CCCCN1CCCNC(=O)CCC(=O)N1CCOc2ccccc21 (stereo not given) | 1 | 3 | -1 | 3 | -5 | 11 | 0 | -9
Cc1cc(NC(=O)CSc2nc3c(cc2C#N)CCC3)no1 | -6 | -5 | -141 | 23 | 4 | -75 | 1 | -141
N#Cc1ccccc1S(=O)(=O)N1CCN(Cc2c(O)ccc3ccccc23)CC1 | -9 | 14 | 12 | -4 | -17 | -4 | 4 | -9
CC(=O)c1ccc(NC(=O)c2ccc(COc3ccccc3[N+](=O)[O-])o2)cc1 | -14 | 8 | -23 | -4 | -11 | 5 | 19 | -8
CC(C)c1nc(SCC(=O)Nc2ccc(N(C)C)cc2)c2ccccc2n1 | 1 | -3 | -3 | -6 | 3 | 9 | 7 | 10
CCN(CC)Cc1cc(CCNC(=O)c2ccc(Cl)cc2)ccc1O | 7 | 1 | 3 | 8 | -4 | -9 | 8 | -17
C[n+]1ccccc1/C=C/c1ccc([N+](=O)[O-])cc1 | -2 | -1 | 0 | 5 | 12 | 5 | 2 | 8
COc1ccc(-c2cc(-c3ccccc3)nc(NN)n2)cc1OC | 13 | -2 | -10 | -6 | -13 | -7 | 86* | -30
Cc1cccc(N2CC(C(=O)Nc3ccc(S(=O)(=O)N4CCOCC4)cc3)CC2=O)c1C (stereo not given) | -1 | 3 | 1 | 2 | 8 | -3 | 7 | 12
CN(c1ncc(C(F)(F)F)cc1Cl)N1C(=O)C2ONC3(C(=O)CC(C)(C)CC3=O)C2C1=O (stereo not given) | -4 | -4 | 3 | -3 | 7 | 7 | 13 | 0
Cc1ccccc1C(=O)Nc1c(C)[nH]c(=O)[nH]c1=O | -10 | -3 | 10 | 4 | 3 | -1 | 5 | 1
NC(=O)C1CCN(C2=C(NS(=O)(=O)c3ccccc3)C(=O)c3ccccc3C2=O)CC1 | 4 | 21 | 30 | -88 | 14 | 14 | 18 | 10
CC(O)c1nc2ccccc2n1CCOc1ccccc1 (stereo not given) | -4 | -7 | 5 | 2 | -6 | 19 | 13 | -17
C=CCOc1cccc(/C=N/NC(=O)C(OC)c2ccccc2)c1 (stereo not given) | -7 | 5 | 14 | -5 | 12 | 0 | 17 | 5
CCN(CC)S(=O)(=O)c1cccc(C(=O)NNC(=O)c2ccc3[nH]c(=O)c(=O)[nH]c3c2)c1 | -6 | -3 | 2 | -3 | 5 | 0 | 12 | 1
CN1CCN(C(=O)c2ccc(-n3cccc3)cc2)CC1 | 34* | 15 | 12 | 5 | 3 | 3 | -17 | 3
O=C(Nc1cccc(F)c1)Nc1ccnn1C1CCN(C(=O)CCN2CCCO2)CC1 | -6 | -2 | -1 | -8 | 5 | 2 | 10 | 9
Cc1ccc(OCC(=O)N/N=C/c2cn(Cc3ccccc3)c3ccccc23)cc1 | 11 | 7 | -4 | -12 | 3 | -1 | 13 | -1
O=C1CCCC/C=C\C[C@H](CC(=O)N(CCO)Cc2ccccc2)C(=O)N[C@@H](c2ccccc2)CO1 | -9 | 7 | 8 | 7 | 6 | 2 | 6 | 2
CC(=O)NCCn1c(SCc2cc(=O)n3cc(Cl)ccc3n2)nc2ccccc2c1=O | -1 | -4 | 16 | 9 | 10 | -4 | -12 | -1
COc1ccc(N(Cc2cc3cc(OC)ccc3[nH]c2=O)S(C)(=O)=O)cc1 | 4 | 8 | 3 | 9 | -1 | 7 | -5 | -2
CCCc1c(C)c2cccc(C)c2[nH]c1=O | -6 | 11 | -23 | -6 | -6 | 3 | -7 | 0
CC1(c2cccc(Br)c2)NC(=O)NC1=O (stereo not given) | -1 | -4 | 19 | 2 | 2 | 15 | 11 | 20
CCCCCCc1nc2c(=O)[nH]c3ccccc3c2o1 | -18 | 2 | -28 | -2 | -4 | -12 | 6 | -14
CCCSc1nc2c(cnn2-c2ccc(C)c(C)c2)c(=O)[nH]1 | -15 | 0 | -2 | -15 | 6 | -12 | -2 | -1
CN(Cc1cccnc1)C(=O)Cc1ccc(NS(=O)(=O)c2cccc(C(F)(F)F)c2)cc1 | 4 | 9 | -29 | -7 | -9 | 15 | 2 | -1
Cc1oc2ccc(OCc3ccccc3Cl)cc2c1C(=O)O | -7 | -1 | -2 | -1 | 37 | -2 | -3 | -8
CCN(Cc1ccccc1)C(=O)Cn1c(=O)oc2ccccc21 | -2 | 7 | 10 | -11 | 0 | -4 | 8 | 0
CS(=O)(=O)Nc1nnc(SCC(=O)N(c2ccccc2)c2ccccc2)s1 | -2 | 3 | -5 | -4 | -1 | -3 | 7 | 3
CN(C)C(=S)Nc1ccc2c(c1)OCO2 | -2 | 9 | -27 | -3 | 8 | -2 | -1 | -32
c1ccc(CSc2ccc(-c3ccco3)nn2)cc1 | 0 | 5 | -72 | -7 | 19 | -89 | 10 | -65
CCOc1ccc(S(=O)(=O)NC2CCCCC2C)cc1 (stereo not given) | -8 | 11 | 0 | 7 | 0 | 12 | 12 | 21
CC1(C)C2CCC1(C)C(OCCNCCOC(=O)Nc1ccccc1)C2 (stereo not given) | 7 | 20 | 4 | 1 | -4 | -4 | 15 | 0
CCN(CC)c1nc(-c2ccccc2)nc2ccccc12 | -10 | 23 | -38 | 4 | -5 | -22 | -7 | -15
COc1ccccc1CNC(=O)C1CCCN(S(C)(=O)=O)C1 (stereo not given) | -2 | -6 | 6 | 4 | -6 | 2 | 14 | 4
O=C(Cn1nnc(-c2ccccc2)n1)N1CCN(S(=O)(=O)c2ccc(Cl)cc2)CC1 | 3 | 6 | -13 | 10 | -3 | 14 | 9 | 6
COC(=O)c1cc(C(=O)OC)cc(N2C(=O)CC(NNC(=O)c3ccccc3Cl)C2=O)c1 (stereo not given) | -11 | -12 | -20 | -15 | -8 | 16 | -3 | 2
CCOC(=O)C1CCCN(C(=O)Cn2ncc3c([nH]c4ccccc43)c2=O)C1 (stereo not given) | 6 | 8 | -4 | -4 | -7 | -16 | 1 | 13
CN1C(=O)/C(=C2\SC(=S)N(NC(=O)c3cccnc3)C2=O)c2ccccc21 | 5 | -9 | -16 | -53 | -16 | -12 | 22 | -5
CCOc1ccc(N(CC(=O)N2CCC(Cc3ccccc3)CC2)S(C)(=O)=O)cc1 | 2 | 15 | -15 | -3 | -5 | 14 | 17 | -1
CCOc1ccc(NC(=O)c2nn(C)c(C(=O)Nc3ccc(OCC)cc3)c2[N+](=O)[O-])cc1 | 2 | -34 | -2 | 0 | 8 | 20 | 5 | 7
O=C(NCc1ccccc1)c1c[nH]c2cc3c(cc2c1=O)OCCO3 | -2 | -10 | -94 | 10 | -2 | -38 | -9 | -126
C=CCN1C(=O)[C@@H]2Cc3c([nH]c4ccccc34)C(c3ccc(O)cc3)N2C1=S (stereo not given in full) | -7 | 13 | -24 | 5 | -5 | -3 | -3 | -5
Nc1ccc(C(=O)OCc2nc3ccccc3[nH]2)cc1 | -9 | -6 | 23 | 5 | -7 | -4 | -22 | 6
COc1ccccc1N1CCN(Cc2cccs2)CC1 | -7 | -5 | 12 | 2 | -1 | 2 | 0 | 0
CN1CCN(C(=O)c2cc(COc3ccc(F)cc3Cl)on2)CC1c1ccccc1 (stereo not given) | 0 | 8 | -9 | 20 | -1 | 7 | 10 | -1
CC1CCCCC1NC(=O)C1CC=CCC1C(=O)O (stereo not given) | -16 | -7 | -3 | -8 | -11 | 2 | -5 | 6
NC(=O)CSc1nc2cc(S(=O)(=O)N3CCOCC3)ccc2o1 | 3 | 4 | 19 | -7 | -3 | -2 | 7 | -11

Record cards (already shown):
CCOc1ccc(N(CC(=O)N2CCC(Cc3ccccc3)CC2)S(C)(=O)=O)cc1 across the screens: EBI2 antag = 2; Apaf1 inhib = 15; 697 NFkB inh = -15; UBC13 polyUb = -3; SENP8 inh = -5; Gli-Sufu antag = 14; CCR6 antagonist = 17; Jurkat NFkB inh = -1
CN1C(=O)/C(=C2\SC(=S)N(NC(=O)c3cccnc3)C2=O)c2ccccc21 across the screens: EBI2 antag = 5; Apaf1 inhib = -9; 697 NFkB inh = -16; UBC13 polyUb = -53; SENP8 inh = -16; Gli-Sufu antag = -12; CCR6 antagonist = 22; Jurkat NFkB inh = -5
CC1CCCCC1NC(=O)C1CC=CCC1C(=O)O (stereo not given) across the screens: EBI2 antag = -16; Apaf1 inhib = -7; 697 NFkB inh = -3; UBC13 polyUb = -8; SENP8 inh = -11; Gli-Sufu antag = 2; CCR6 antagonist = -5; Jurkat NFkB inh = 6

Carrying on.
mol | EBI2 antag | Apaf1 inhib | 697 NFkB inh | UBC13 polyUb | SENP8 inh | Gli-Sufu antag | CCR6 antagonist | Jurkat NFkB inh
CCCCCNC(=O)C(C#N)c1nc2ccccc2nc1N1CCCC1 (stereo not given) | 3 | 16 | 10 | -28 | -1 | -5 | 3 | 8
COC(=O)COC(=O)c1ccc(-n2nnnc2SC)cc1 | -1 | 7 | -3 | -8 | -19 | 4 | 12 | 6
COc1ccc(-c2cc(C(=O)N3CCN(c4ncccn4)CC3)c3ccccc3n2)cc1 | -18 | 15 | -80 | 21 | -2 | -63 | 0 | -54
CC(CCc1ccccc1)NC(=O)c1ccc(F)cc1 (stereo not given) | -2 | 2 | 5 | 3 | -8 | 0 | 6 | -8
CCNCCC(=O)N1c2ccccc2Sc2ccc(C(F)(F)F)cc21 | -9 | 0 | 2 | 1 | -11 | 2 | 16 | -5
COc1ccc(/C=C/C(=O)Oc2ccc(/C=N/NC(=O)c3ccccc3)cc2)cc1OC | -10 | -2 | -21 | -3 | 6 | -26 | -2 | -5
CCCn1nnc(NC(=O)c2ccc(-c3cc(Cl)ccc3Cl)o2)n1 | -2 | 4 | -8 | 1 | -8 | -7 | -1 | 2

By substructure: those above with a Cl atom.
mol | EBI2 antag | Apaf1 inhib | 697 NFkB inh | UBC13 polyUb | SENP8 inh | Gli-Sufu antag | CCR6 antagonist | Jurkat NFkB inh
CCN(CC)Cc1cc(CCNC(=O)c2ccc(Cl)cc2)ccc1O | 7 | 1 | 3 | 8 | -4 | -9 | 8 | -17
CN(c1ncc(C(F)(F)F)cc1Cl)N1C(=O)C2ONC3(C(=O)CC(C)(C)CC3=O)C2C1=O (stereo not given) | -4 | -4 | 3 | -3 | 7 | 7 | 13 | 0
CC(=O)NCCn1c(SCc2cc(=O)n3cc(Cl)ccc3n2)nc2ccccc2c1=O | -1 | -4 | 16 | 9 | 10 | -4 | -12 | -1
Cc1oc2ccc(OCc3ccccc3Cl)cc2c1C(=O)O | -7 | -1 | -2 | -1 | 37 | -2 | -3 | -8
O=C(Cn1nnc(-c2ccccc2)n1)N1CCN(S(=O)(=O)c2ccc(Cl)cc2)CC1 | 3 | 6 | -13 | 10 | -3 | 14 | 9 | 6
COC(=O)c1cc(C(=O)OC)cc(N2C(=O)CC(NNC(=O)c3ccccc3Cl)C2=O)c1 (stereo not given) | -11 | -12 | -20 | -15 | -8 | 16 | -3 | 2
CN1CCN(C(=O)c2cc(COc3ccc(F)cc3Cl)on2)CC1c1ccccc1 (stereo not given) | 0 | 8 | -9 | 20 | -1 | 7 | 10 | -1
CCCn1nnc(NC(=O)c2ccc(-c3cc(Cl)ccc3Cl)o2)n1 | -2 | 4 | -8 | 1 | -8 | -7 | -1 | 2
